# Screening results as filed in PubChem BioAssay.
# ST2 inh = inhibitors of human ST2 (IL1RL1) binding to IL-33 | hit rate 2.3% among 78,000 | AlphaLISA ST2-Fc/biotin-IL-33 interaction, 1 h | inhibition, % for hits at 17 µM | AID 1259354 | Q01638; in the data active = inhibition above about 30%; inconclusive = mostly about 10% to 28%
# Target sequence (Q01638 whole entry, looked up): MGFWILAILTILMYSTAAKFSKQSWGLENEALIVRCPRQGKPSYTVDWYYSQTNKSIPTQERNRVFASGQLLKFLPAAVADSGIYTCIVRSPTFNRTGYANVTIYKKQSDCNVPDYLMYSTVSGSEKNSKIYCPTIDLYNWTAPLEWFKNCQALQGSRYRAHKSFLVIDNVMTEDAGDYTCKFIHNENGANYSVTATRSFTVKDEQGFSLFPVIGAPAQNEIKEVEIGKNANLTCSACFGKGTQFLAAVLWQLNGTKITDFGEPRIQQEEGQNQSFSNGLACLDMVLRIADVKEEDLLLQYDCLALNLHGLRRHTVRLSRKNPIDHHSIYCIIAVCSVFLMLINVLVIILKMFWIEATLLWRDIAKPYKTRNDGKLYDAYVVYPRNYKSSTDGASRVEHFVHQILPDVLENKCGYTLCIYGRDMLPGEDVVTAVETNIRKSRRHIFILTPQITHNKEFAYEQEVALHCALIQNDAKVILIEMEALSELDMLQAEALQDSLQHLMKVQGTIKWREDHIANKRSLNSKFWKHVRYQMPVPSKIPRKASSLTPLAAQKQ
# Active calls of the source: *; i = inactive; ? = inconclusive.
cpd	Molecule	ST2 inh
1	O=C(c1cnn2c1CCCC2)N(Cc1ccccn1)CC1CCCO1 (stereo unspecified)	?
2	Nc1cc(NCCCC(=O)O)ccc1[N+](=O)[O-]	i
3	Cc1nn(-c2ccccc2)c(C)c1C=Nc1c(C)n(C)n(-c2ccccc2)c1=O	i
4	CCCCNc1ncnc2c1cnn2-c1ccc(C)cc1C	?
5	N#CC(=C1Nc2ccccc2N1)c1sc2ccccc2c1Cl	i
6	O=C(NCCN1CCC(Cc2ccccc2)CC1)c1cc(-c2ccncc2)nc2ccccc12	i
7	O=C(NCC1CCCO1)c1ccc(F)c2ccccc12 (stereo unspecified)	i
8	CCOc1cc(CN2CCSCC2)ccc1OC	i
9	Cc1cccc(Cn2c(CNS(=O)(=O)c3ccccc3)nc3cccnc32)c1	i
10	CC(C)c1ccc(S(=O)(=O)CCc2ccccn2)cc1	i
11	O=C(c1cc(-c2cccs2)on1)N1CCN(C(c2ccccc2)c2ccccc2)CC1	i
12	Cc1cc(C)n(CNc2nonc2/C(N)=N\OCc2c(F)cccc2Cl)n1	i
13	CC1(C)CC(=O)C2=C(C1)OC(c1ccc(O)cc1)C(C#N)=C2N (stereo unspecified)	i
14	COc1ccc(-c2nc(N)sc2-c2ccc(N)cc2)cc1	?
15	COc1ccc(CN2CCCC(CO)(Cc3ccccc3F)C2)c(F)c1 (stereo unspecified)	i
16	Cc1ccc(C2N3CC4(C(C)C)CN2CC(C(C)C)(C3)C4=O)cc1 (stereo unspecified)	i
17	CC1=CC(=O)N(c2ccccn2)C1c1ccc(Cl)cc1 (stereo unspecified)	i
18	CC(=O)SCC[N+](C)(C)C	i
19	COc1ccc(-c2csc(Nc3ccc(C)c(Cl)c3)n2)cc1F	?
20	CCOc1ccc(/C=N\OC(=O)c2cccc([N+](=O)[O-])c2)cc1	i
21	O=C(CCS(=O)(=O)c1ccc(Br)s1)NCc1cccs1	i
22	Cc1ccc(S(=O)(=O)N(CC(=O)NCC2CCCO2)Cc2c(F)cccc2Cl)cc1 (stereo unspecified)	i
23	O=C(C1CC1)N1CCN=C1SCc1cccc(C(F)(F)F)c1	i
24	O=C(O)c1ccc(S(=O)(=O)c2ccc3c(c2)C(=O)N(c2ccccc2O)C3=O)cc1	i
25	COc1ccccc1-n1c(SCC(=O)Nc2nnc(C)s2)nc2c(c1=O)SCC2	?
26	CSCC(=O)N1CCC2(CCCN(CC3CCCCC3)C2)C1 (stereo unspecified)	i
27	N#Cc1c(NC(=O)c2cc(C3CC3)on2)sc2c1CCCC2	i
28	CCCOc1ccc(-c2nc3s/c(=C\c4ccc(C)o4)c(=O)n3n2)cc1	i
29	CN(C)c1ccc(C2SCCN2C(=O)c2ccc([N+](=O)[O-])cc2)cc1 (stereo unspecified)	30%*
30	CCOCc1ccc2c(c1)C1c3ccccc3C2c2ccccc21	i
31	COC(=O)c1ccc(NS(=O)(=O)c2cccc3cccnc23)cc1	i
32	Cc1ccc(C(=O)Nc2ccc(NC(=O)CCN3CCCO3)cc2)o1	i
33	CC1=C(CC(=O)O)c2cc(F)ccc2/C1=C\c1ccc(S(C)=O)cc1 (stereo unspecified)	i
34	CCc1c(C)sc(NC(=O)CCCn2nc([N+](=O)[O-])c(Cl)c2C)c1C#N	i
35	COC(=O)C1=C(C)NC(C)=C(C(=O)OC)C1c1ccccc1[N+](=O)[O-]	?
36	CC(C)C1CN(C(=O)c2cnn(C)c2)CCCN1CC1CC1 (stereo unspecified)	i
37	COc1ccc2cc3cc(C(=O)Nc4ccc5c(c4)OCCO5)oc3nc2c1	?
38	O=C(C[C@@H]1O[C@H](CNCc2cccc(Cl)c2)[C@@H](O)[C@H]1O)NCc1ccc(F)cc1	i
39	Cn1nc(C2CCN(c3ccc(C(N)=O)cn3)CC2)n(Cc2ccccc2)c1=O	i
40	NS(=O)(=O)c1ccc(CCNC(=O)c2ccc(N3CCSc4ccccc43)s2)cc1	i
41	CCCN(CCC)S(=O)(=O)c1ccc2c(c1)N(CC(=O)NC(C)C)C(=O)CS2	?
42	Cn1c(=O)cc(SCC(=O)N2CCOCC2)c2ccccc21	i
43	C[C@@H]1O[C@@H](c2c(O)c([C@@H]3O[C@H](CO)[C@@H](O)[C@H](O)[C@H]3O)c(O)c3c(=O)cc(-c4ccc(O)cc4)oc23)[C@H](O)[C@H](O)[C@H]1O	i
44	COc1ccc(NC(=O)c2noc3c2CC(C(C)(C)C)CC3)cc1OC (stereo unspecified)	i
45	O=C(CCC(=O)N1CCc2cc(S(=O)(=O)N3CCCCC3)ccc21)N1CCCC1	?
46	CC1CCCC(NC(=O)C2c3ccccc3C(=O)N2Cc2cccs2)C1C (stereo unspecified)	i
47	O=S(=O)(NCCc1ccccc1Cl)c1cccc2nonc12	i
48	O=C(O)COc1ccc(Cl)cc1C1C2=C(CCCC2=O)OC2=C1C(=O)CCC2	?
49	COc1ccccc1OCC(=O)Nc1ncc(Cc2ccccc2Cl)s1	?
50	Nc1ccccc1N=Cc1cc(Br)cc(Cl)c1O	i
51	COc1ccc(N2C(=O)CC(N3CCN(c4ccccn4)CC3)C2=O)cc1 (stereo unspecified)	i
52	Cc1ccc(N2C(=O)C3C(c4cccc(Cl)c4)OC4(C(=O)c5ccccc5C4=O)C3C2=O)cc1 (stereo unspecified)	i
53	Cc1ccc(N2C(=O)c3ccc(Br)cc3C2=O)c(Cl)c1	i
54	Cc1cc(C(=O)N2CCCC(O)(CO)CC2)c(-c2ccccc2)o1 (stereo unspecified)	i
55	O=C(c1ccco1)N1CCN(c2ncnc3scc(-c4ccccc4)c23)CC1	?
56	COc1ccc(C2C(C(N)=O)=C(C)Nc3nc(SCc4ccccc4F)nn32)cc1 (stereo unspecified)	i
57	Cc1cccc(C)c1NC(=O)CNc1ccccc1	i
58	O=C(Nc1ccc(S(=O)(=O)c2ccc(NC(=O)c3ccco3)cc2)cc1)c1ccco1	?
59	COc1ccc(/C=C/Oc2ccccc2OC)cc1OC	?
60	O=C(NC1CC(=O)N(CCc2ccc(F)cc2)C1)c1cnccn1 (stereo unspecified)	?

# Compounds above with a furan ring, fused or not:
cpd	Molecule	ST2 inh
28	CCCOc1ccc(-c2nc3s/c(=C\c4ccc(C)o4)c(=O)n3n2)cc1	i
32	Cc1ccc(C(=O)Nc2ccc(NC(=O)CCN3CCCO3)cc2)o1	i
37	COc1ccc2cc3cc(C(=O)Nc4ccc5c(c4)OCCO5)oc3nc2c1	?
54	Cc1cc(C(=O)N2CCCC(O)(CO)CC2)c(-c2ccccc2)o1 (stereo unspecified)	i
55	O=C(c1ccco1)N1CCN(c2ncnc3scc(-c4ccccc4)c23)CC1	?
58	O=C(Nc1ccc(S(=O)(=O)c2ccc(NC(=O)c3ccco3)cc2)cc1)c1ccco1	?

# Additional compounds
cpd	Molecule	ST2 inh
61	CC(C)Cc1ccc(S(=O)(=O)Nc2ccc(Br)cc2)cc1	?
62	COc1c(/C=C2/OC(=O)c3c2cc(C)[nH]c3=O)ccc(Cl)c1Cl	i
63	Cc1ccc(S(=O)(=O)N(CC(=O)O)c2cccc(Br)c2)cc1	i
64	O=C(NCc1ccco1)c1ccc2c(c1)N(Cc1ccc(Cl)cc1)C(=O)CS2	i
65	CC(CNC(=O)CCN1Cc2cc(Cl)ccc2OC(C)C1)Oc1cccnc1 (stereo unspecified)	i
66	Cc1cc(NC(c2cccc([N+](=O)[O-])c2)c2ccc3cccnc3c2O)no1 (stereo unspecified)	33%*
67	O=C(Nc1cccc(-c2cc3ccccc3[nH]2)c1)C1CCN(C(=O)c2ccco2)CC1	?
68	CN(C)CCCn1c(=O)n(Cc2c(F)cccc2F)c2ccc(C(=O)O)cc21	i
69	CC(c1ccc(-c2cnn3cccnc23)cc1)N1CCCC1 (stereo unspecified)	?
70	O=S(=O)(c1ccc(Cl)c(Cl)c1Cl)n1nnc2ccccc21	i
71	Cc1c(N=Cc2ccc3c(c2)OCCO3)c(=O)n(-c2ccccc2)n1C	i
72	Cc1cc(NC(=O)CSc2nnc3c4ccccc4n(C(C)C)c3n2)no1	i
73	CCOC(=O)c1sc2nc(C)nc(N3CCC(C(=O)OCC)CC3)c2c1C	i
74	O=C(CN1CCN(Cc2ccc(Cl)cc2)C1=O)N1CCCC1	i
75	COc1ccc(N=Cc2c(O)cc(C)c(Cl)c2C)cc1	43%*
76	N=C1S/C(=C/c2ccc(-c3ccccc3[N+](=O)[O-])o2)C(=O)N1c1nonc1N	i
77	O=C1NC(=Nc2ccccn2)SC1Cc1ccc(F)cc1 (stereo unspecified)	i
78	COc1ccc(Oc2ccc(-n3c(C)ccc3C)cc2)cc1	?
79	Cc1csc(NC(=O)c2ccc(NC(=O)CCS(=O)(=O)c3cccs3)cc2)n1	i
80	OCCN(CCO)c1nc(N2CCCCC2)c2nc(N(CCO)CCO)nc(N3CCCCC3)c2n1	i

# Quoted at random: three entries already listed.
cpd	Molecule	ST2 inh
80	OCCN(CCO)c1nc(N2CCCCC2)c2nc(N(CCO)CCO)nc(N3CCCCC3)c2n1	i
72	Cc1cc(NC(=O)CSc2nnc3c4ccccc4n(C(C)C)c3n2)no1	i
76	N=C1S/C(=C/c2ccc(-c3ccccc3[N+](=O)[O-])o2)C(=O)N1c1nonc1N	i

# Following part:
cpd	Molecule	ST2 inh
81	Cc1nnc(NC(=O)CNC(=O)Cn2c(C)cc3ccccc3c2=O)s1	i
82	CCN1CCN(C(c2ccc(C)cc2)c2sc3nc(C)nn3c2O)CC1 (stereo unspecified)	i
83	CNS(=O)(=O)c1ccc(CN2CCOC(CC3CCCCC3)C2)cc1 (stereo unspecified)	i
84	CC(C)c1cc(CNC(=O)c2cn(Cc3c(F)cccc3F)nn2)on1	i
85	O=C1CC2(CCN(C(=O)c3ccccc3OC(F)(F)C(F)F)CC2)CN1	?
86	COc1ccc(C2C3=C(CCCC3=O)NC3=C2C(=O)c2ccccc23)cc1 (stereo unspecified)	i
87	O=C1N=C(N2CCCC2)S/C1=C\c1c(F)cccc1Cl	i
88	CCOc1ccc(N2CC(NC(=O)C(C)C)CC2=O)cc1 (stereo unspecified)	?
89	Cc1ccc(Cn2c(CNS(=O)(=O)c3ccccc3Cl)nc3cccnc32)cc1	i
90	CC1(C)CC2CC(C)(CN2C(=O)C2CCN(S(=O)(=O)c3cccc([N+](=O)[O-])c3)CC2)C1 (stereo unspecified)	?
91	CCOCCCNC(=O)C1(O)c2ccccc2NC(=O)N1c1c(F)cccc1F (stereo unspecified)	i
92	O=S(=O)(NC1CC1)c1ccc(Br)s1	i
93	Cc1ccc2nc(C)cc(NCc3cccnc3)c2c1	i
94	COc1ccc(-c2noc(CCC(=O)Nc3nc4ccccc4s3)n2)cc1	i
95	Cc1ccc2c(c1)c1c(n2C)C(C#N)CCC1 (stereo unspecified)	?
96	CCOc1ccccc1NC(=O)c1c(NC(=O)c2ccco2)sc2c1CCCCC2	?
97	CC(=O)c1ccc(N=Cc2cc(Br)cc(Cl)c2O)cc1	?
98	CCOc1cc(C2C(C#N)=C(N)Oc3n[nH]c(COC)c32)ccc1O (stereo unspecified)	i
99	CN(C)c1ncnc2c1CCN(C(=O)c1c[nH]c3c(F)cccc3c1=O)C2	?
100	COc1ccc(C2OC[C@H]3O[C@H](OC)[C@H](OCc4ccccc4)[C@@H](O)[C@@H]3O2)cc1 (stereo partly specified)	i
101	COc1ccc(OC)c(/C=C/C(=O)Nc2ccc(Cl)cc2[N+](=O)[O-])c1	?
102	COc1ccc(S(=O)(=O)Nc2cccc(F)c2)cc1Br	i
103	COC(=O)C1=CN(C2CC2)C=C(C(=O)OC)C1c1ccc(C(=O)OC)cc1	i
104	Cc1cc(C)c2c(N)c(C(=O)c3ccc(F)cc3)sc2n1	i
105	COc1ccc(C2=CC(=O)N(CC(=O)O)c3ccccc3S2)cc1	?
106	O=c1ccn(-c2ccccc2)[nH]1	i
107	Cc1noc(CSCc2nc(CC(C)C)nn2-c2ccccn2)n1	i
108	CC(=O)NCCOc1nc(N(C)C)nc(N(C)C)n1	?
109	COc1ccc(C(=O)Nc2ccc(-c3nc4ccccc4s3)cc2)cc1[N+](=O)[O-]	?
110	CC1=C(C(N)=O)C(c2ccc(C)cc2)n2nc(SCc3ccccc3F)nc2N1 (stereo unspecified)	?
111	CCCC1=C(C(=O)OCC)C(c2c(OC)ccc3ccccc23)N2C(=O)CSC2=N1 (stereo unspecified)	?
112	N=c1oc2c(Cl)cc(Cl)cc2cc1C(N)=O	?
113	Cc1cc(C)n(-c2ccc(NC(=O)C3CCN(C(=O)Cc4ccn(C)c4)CC3)cc2)n1	i
114	O=C(Cc1c(C(=O)O)[nH]c2ccc(Cl)cc12)NC1CCCC1	i
115	CN1CCC2(CCC1=O)CCN(C(=O)CCN1CCNCC1)CC2	i
116	N#Cc1c(NC(=O)c2cc(-c3ccccc3O)on2)sc2c1CCCC2	i
117	C=CCOc1ccc(/C=C2/SC(=Nc3ccccc3)NC2=O)cc1OCC	37%*
118	CN1C(=O)CC(CC(=O)N2CCC(c3ccncc3)CC2)(c2ccc(-c3ccccc3)cc2)C1=O (stereo unspecified)	?
119	CCOc1ccc(C2CC(=O)C3=C(C2)Nc2ccccc2NC3c2ccccc2Cl)cc1OC (stereo unspecified)	?
120	Cc1cccc(CN(Cc2ccccc2)C(=O)c2nc(C)oc2C)n1	i
121	CCN(CC)S(=O)(=O)c1cc(C(=O)Nc2cc(C)on2)ccc1Br	i
122	Cc1ccc(OCc2cc(C(=O)N3CCN(C)C(c4ccccc4)C3)no2)cn1 (stereo unspecified)	?
123	CCOc1ccccc1NC(=O)COc1ccc(Br)cc1C	i
124	O=C1CSC(c2ccccc2)N1c1ccc(Oc2ccccc2)cc1 (stereo unspecified)	i
125	O=C(c1ccccc1Br)N1CCN(c2cccc(Cl)c2)CC1	i
126	CCc1ccc(CN2CCN(Cc3ccc4c(c3)OCO4)CC2)cc1	?
127	CC(=O)Nc1ccc(S(=O)(=O)c2cc(O)ccc2O)cc1	?
128	O=S(=O)(c1ccccc1)N(Cc1ccccc1)Cc1ccccc1	i
129	COc1ccc(NC(=O)c2cnc3scc(C)n3c2=O)c(OC)c1	i
130	O=C(C(Cc1ccc([N+](=O)[O-])cc1)N1C(=O)c2ccccc2C1=O)N1CCCCC1 (stereo unspecified)	?
131	CCC(C(=O)Nc1cc(C)c(Cl)cc1OC)c1ccccc1 (stereo unspecified)	i

# Some of the compounds tested; the hit share may differ from the screen's.
